Jurkat viability: cytotoxicity toward Jurkat cells | AID 463 | 56,000 tested, 1.2% active | Jurkat E6.1 viability, ATP luminescence, 48 h | inhibition, % at 4 µM;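 active = inhibition above the mean inhibition of all tested compounds plus 3 SD, cut at about 28% in these data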
M1 agonist: agonists of M1 muscarinic receptor; CHO-M1 cells, Fluo-4 calcium fluorescence, agonist mode; stronger effect = higher value; B-score at 10 µM; 64,000 tested, 3% active;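 active = fluorescence rise, raw or as B-score row- and column-corrected plate score, outside the 99.7% band of its plate's samples, either direction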
S1P1 ag pot: agonists and agonism potentiators of human S1P1 receptor; activation, % at 9.5 µM; S1P1 CRE-bla cells, forskolin, beta-lactamase FRET, potentiator mode; S1P1 agonist co-added at EC20, 2 nM; 100% = saturating reference agonist, 0% = basal; 56,000 tested, 0.57% active; AID 449;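 active = activation above a cutoff set at the mean activation of all tested compounds plus 3 SD, cut at about 54% in these data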;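 also: forskolin at 4 µM as EC80 and the EC20 agonist is SEW2871; 100% = SEW2871 at its EC100 plus forskolin at EC80; some compounds past the cut are filed as inactive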
Target sequence (P21453 whole entry, looked up): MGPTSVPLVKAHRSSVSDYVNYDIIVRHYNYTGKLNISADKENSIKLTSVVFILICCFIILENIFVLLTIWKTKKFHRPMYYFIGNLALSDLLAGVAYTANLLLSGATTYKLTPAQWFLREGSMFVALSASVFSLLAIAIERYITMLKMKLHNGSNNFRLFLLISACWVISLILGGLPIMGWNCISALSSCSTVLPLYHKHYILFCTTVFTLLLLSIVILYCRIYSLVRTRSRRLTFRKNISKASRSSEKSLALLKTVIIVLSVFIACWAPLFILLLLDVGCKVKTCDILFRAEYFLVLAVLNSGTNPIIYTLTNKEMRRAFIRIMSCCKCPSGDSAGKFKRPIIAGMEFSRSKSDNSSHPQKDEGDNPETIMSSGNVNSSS
HTR1A agonist: agonists of human 5-HT1a serotonin receptor. CHO 5-HT1a Ga15 NFAT-bla reporter, FRET ratio; 0% basal, 100% maximal reference agonist. activation, % at 10 µM. P08908. 65,000 tested, 0.56% active;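 active = activation above the screen-wide mean activation plus 3 SD, cut at about 19% in these data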;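 also: 0% = DMSO wells and 100% = 5-CT at EC100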
HTR1E antagonist: 5-HT1E (human) receptor antagonism; P28566; CHO 5-HT1E Ga15 NFAT-bla reporter, FRET, antagonist; inhibition, % at 6 µM; 65,000 tested, 0.99% active;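 active = inhibition above a set limit, the mean inhibition across every tested compound plus 3 SD, cut at about 29% in these data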;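 also: signal is the 460 over 535 nm emission ratio of beta-lactamase substrate; 0% = agonist plus DMSO wells and 100% = wells without agonist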
5-HT1A blocker: antagonists of human 5-HT1a serotonin receptor | CHO 5-HT1a Ga15 NFAT-bla reporter, antagonist mode | AID 612 | P08908 | inhibition, % at 10 µM | 62,000 tested, 0.68% active;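 active = inhibition above the mean of all tested compounds plus 3 SD, cut at about 43% in these data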;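 also: receptor stimulated by 5-CT agonist at 100 nM near EC80; beta-lactamase reporter measured by ratiometric fluorescence of a cleavable substrate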
S1P3 ag: agonists of human S1P3 receptor | 60,000 tested, 0.1% active | S1P3 NFAT-BLA reporter cells, agonism, FRET ratio; relative to 1 µM S1P, basal subtracted | activation, % at 4.5 µM | AID 373;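 active = activation above the screen-wide mean plus 3 SD, cut at about 4.5% in these data, passing the limit was not always enough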; also: some compounds called inactive have numbers as strong as hits
Target sequence (Q99500 whole entry, looked up): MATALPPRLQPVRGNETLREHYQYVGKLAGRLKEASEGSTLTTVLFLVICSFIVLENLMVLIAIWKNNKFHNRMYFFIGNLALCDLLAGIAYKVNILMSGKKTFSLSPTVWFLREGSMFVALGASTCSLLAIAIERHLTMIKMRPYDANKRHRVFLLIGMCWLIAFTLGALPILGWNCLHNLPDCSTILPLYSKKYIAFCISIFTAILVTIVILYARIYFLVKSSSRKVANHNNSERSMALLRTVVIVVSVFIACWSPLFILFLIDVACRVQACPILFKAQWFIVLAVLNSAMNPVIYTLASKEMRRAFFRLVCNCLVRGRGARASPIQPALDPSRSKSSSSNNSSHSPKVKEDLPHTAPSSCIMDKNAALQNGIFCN
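Material: Human S1P3 NFAT-BLA reporter CHO cells | Incubation: Overnight plating, 4 h compound 37 °C, 2 h substrate RT | Signal: FRET β-lactamase substrate fluorescence, excitation 405 nm, 460/535 nm emission ratio, background-subtracted | Compound: 4.5 µM final, single dose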
5HT1E ag: agonists of human 5-HT1E serotonin receptor; activation, % at 6 µM; CHO 5-HT1E Ga15 NFAT-bla reporter, FRET; 0% DMSO wells, 100% control agonist wells; 65,000 tested, 0.69% active; AID 574;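 active = activation above a set limit, the screen-wide mean activation plus 3 SD, cut at about 8.5% in these data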;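 also: 100% = positive control agonist at 1 µM giving full maximal response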
M1 antag: M1 muscarinic receptor (rat) antagonism | P08482 | CHO-M1 cells, Fluo-4 calcium, ACh EC80 antagonist mode; stronger effect = lower value | 64,000 tested, 3.4% active | B-score at 10 µM;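 active = calcium fluorescence response, raw or row-and-column corrected B-score, differing from the plate sample mean either way at a set confidence level, mostly lower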
The depositor's hits bear a star; . = no result given.

SMILES	Jurkat viability	M1 agonist	S1P1 ag pot	HTR1A agonist	HTR1E antagonist	5-HT1A blocker	S1P3 ag	5HT1E ag	M1 antag
CCn1c(CSc2ncccn2)nnc1SCC(=O)N1CCc2ccccc21	-6	-0.95	3	-5.3	-4	2	-0.7	0.4	-5.4*
O=C(Nc1ccc(N2CCOCC2)cc1)C1CCN(S(=O)(=O)Cc2ccccc2)CC1	-3	-0.016	5	-1.7	6	-4	0.0	-1.2	0.17
COc1ccc(O)c(-c2c(-c3ccc(Cl)cc3)n[nH]c2C)c1	2	0.92	20	0.7	2	1	-0.6	-0.7	-0.86
O=c1oc(-c2ccccc2)nc2c1cnn2-c1ccccc1	-4	-0.11	20	1.3	2	-6	-0.4	0.5	0.079
CCOc1ccc2[nH]c(C)cc(=O)c2c1	-5	-0.056	-17	-0.8	1	-6	-0.1	0.8	0.026
CC(C)NC(=O)c1ccccc1NC(=O)CN(c1ccc2c(c1)OCO2)S(C)(=O)=O	-3	2.8	-1	-1.2	-2	-4	0.0	0.2	1
COc1cc(C(=O)N2CCN(S(=O)(=O)c3ccc(C)cc3)CC2)ccc1OCc1c(C)noc1C	6	.	57	1.6	6	-3	-0.7	1.1	.
CCN(CCCNC(=O)Cn1ncc2c(=O)oc3ccccc3c21)c1cccc(C)c1	3	0.094	18	0.2	-5	-12	-0.5	0.9	-0.065
CC(C)Cc1c(O)nc(SCCN2CCOCC2)[nH]c1=O	-9	-0.35	-1	-3.7	-3	0	0.6	0.9	0.0032
O=c1sc2ccccc2n1COc1ccccc1	-6	0.99	-14	1.8	-1	20	-1.7	-0.7	-0.044
CCn1c(=O)n(CC)c2cc(S(=O)(=O)NCCOc3ccccc3)c(C)cc21	10	-0.2	.	-1.9	-3	-9	-1.1	1.0	0.8
CN1c2ccccc2N(C)C1c1c(O)ccc2ccccc12	.	-0.24	-16	1.1	-9	.	0.4	-0.2	0.13
Cn1c(=O)c2c(nc(NCc3ccco3)n2Cc2ccc(Cl)cc2Cl)n(C)c1=O	.	-0.027	-2	0.3	3	.	-2.2	0.3	0.23
CCn1c(SCC(N)=O)nc2ccccc2c1=O	8	-0.14	-2	-2.3	3	8	-0.8	-1.0	0.96
COc1ccc(CCNc2ncnc3nc[nH]c23)cc1OC	2	-0.96	-11	0.8	6	12	-1.0	0.8	-0.37
O=C(OCC(=O)N1CCN(C(=O)c2ccco2)CC1)c1cn(-c2ccccc2)nc1-c1ccccc1	1	4.5*	24	-1.0	1	-8	-0.3	0.8	-0.4
COc1ccc(NC(=O)CSc2nnc(-c3ccco3)n2C)cc1	-1	0.2	-7	-3.0	6	-2	0.0	0.0	-2.4
CCOC(=O)CN(C(=O)CSc1nnc(-c2ccc(OC)c(OC)c2)o1)c1ccccc1	1	0.29	-4	-0.1	-4	-12	-0.4	0.9	0.4
CC(=O)OC(C(=O)NCS(=O)(=O)c1ccc(C)cc1)c1cccnc1 (configuration not stated)	0	0.15	2	-3.1	4	2	0.7	-1.2	0.26
COc1ccc(S(=O)(=O)Nc2ccccc2C(=O)NCc2ccco2)cc1Br	-1	-1.7	8	-0.8	8	20	-1.3	-0.5	-0.88
CCn1cc(C(=O)NCc2ccccc2OC)c(=O)c2ccc(C)nc21	0	-0.0041	-14	-1.3	4	0	-0.9	-0.6	-0.074
CCOC(=O)Cn1nnnc1CN(Cc1ccc(OC)cc1)Cc1cc2cc(C)ccc2[nH]c1=O	-4	-0.023	1	-1.4	-9	5	-0.1	2.1	-0.56
O=C(Nc1nc(-c2cccs2)cs1)c1cccc(S(=O)(=O)N2CCCCC2)c1	11	-0.18	4	-2.7	2	4	1.5	1.0	0.03
O=C(O)Cc1csc2ccccc12	-7	-0.59	0	-4.8	11	8	-1.1	-0.9	-0.4
COC(=O)C1=C(C(=O)c2ccccc2)C(c2ccc(O)c(OC)c2)n2nnnc2N1 (configuration not stated)	.	-0.75	.	-0.9	1	-6	.	-1.4	-0.059

Just 5HT1E ag, HTR1A agonist and M1 antag (4 entries from above):
Compound	5HT1E ag	HTR1A agonist	M1 antag
CN1c2ccccc2N(C)C1c1c(O)ccc2ccccc12	-0.2	1.1	0.13
Cn1c(=O)c2c(nc(NCc3ccco3)n2Cc2ccc(Cl)cc2Cl)n(C)c1=O	0.3	0.3	0.23
CCn1c(SCC(N)=O)nc2ccccc2c1=O	-1.0	-2.3	0.96
COc1ccc(CCNc2ncnc3nc[nH]c23)cc1OC	0.8	0.8	-0.37

(more compounds)
SMILES	Jurkat viability	M1 agonist	S1P1 ag pot	HTR1A agonist	HTR1E antagonist	5-HT1A blocker	S1P3 ag	5HT1E ag	M1 antag
Cc1ccc(S(=O)(=O)NC(CC(=O)O)c2ccco2)cc1 (configuration not stated)	.	-0.23	.	1.9	-5	-1	.	-0.2	0.11
O=C(NC1CC2CCC1C2)c1ccc(CN2CCOCC2)cc1 (configuration not stated)	10	-0.082	-12	-1.6	-3	-3	-0.2	-0.3	1.4
CCCCCCn1c(CN2CCN(C(=O)c3ccco3)CC2)nc2c1c(=O)n(C)c(=O)n2C	-4	-0.81	-12	0.4	-11	-8	0.0	1.8	-0.83
CC(C)OC(=O)c1nnn(-c2nonc2N)c1CSc1ccccn1	-4	-1.4	1	-3.6	17	14	0.3	0.3	-0.74
O=S(=O)(c1ccc(C2=CSC3=NCCN23)cc1)N1CCOCC1	3	-1.1	0	0.1	2	1	-1.3	-0.4	-0.05
CC(=O)NCC12CC3CC(C1)CC(C(=O)O)(C3)C2	1	0.38	-12	-3.2	-1	-12	-0.2	0.1	0.012
COC(=O)c1cc(S(=O)(=O)NC2CCN(Cc3ccccc3)CC2)cn1C	0	0.0077	7	-2.2	-5	-18	-1.0	0.2	-0.35
CCOC(=O)C1Cn2c(nc3c(c2=O)C(C)(CC)Cc2ccccc2-3)S1 (configuration not stated)	-5	-2.1	-35	2.4	-21	-4	0.0	-0.5	-0.37
CCOC(=O)c1[nH]c(C)c(C(=O)NCC2CCCO2)c1C (configuration not stated)	-5	0.52	-38	-4.0	7	2	-0.8	0.4	-0.042
CCC(=O)Nc1cc(C)c(NC(=O)c2ccco2)cn1	.	-0.32	.	1.5	1	3	.	-0.4	-0.15
Cc1ccc(SCc2c(C#N)c3ccccc3n2C)cc1	.	-1.5	1	-1.4	11	.	-0.9	-0.4	-0.2
COc1ccccc1NC(=O)CCC(=O)Nc1ccccc1OC	-3	1.4	-13	-0.3	-12	-9	-0.8	0.0	0.87
CCc1nnc(NC(=O)CCC(=O)N2CCN(C3CCCCC3)CC2)s1	-2	.	-10	0.2	0	2	-1.1	0.5	.
Cc1cccc(N2C(=O)CC(N(O)c3ccccc3)C2=O)c1 (configuration not stated)	-5	-0.022	9	-0.4	-8	8	-1.2	-0.1	-0.044
C/C=C/CSc1nc2c(c(=O)[nH]c(=O)n2C)n1CCC	1	0.89	-11	-4.0	7	2	-0.6	2.1	0.099
Cc1ccc(S(=O)(=O)C2(C(=O)N3CCCCCC3)CC2)cc1	9	0.23	-12	-2.1	2	-10	-0.8	-0.9	-0.038
COC(=O)CNC(=O)C12CC3(C)CC(C)(CC(C)(C3)C1)C2	-2	0.18	-8	-2.0	1	1	-1.1	0.3	0.61
O=C(O)c1ccc(-c2ccco2)n1Cc1ccccc1	-2	0.035	-7	-2.9	-6	-3	-1.0	-0.2	-0.22
Cc1ccc(S(=O)(=O)c2nc(NCCCn3ccnc3)sc2Cl)cc1	11	-0.1	0	0.4	6	-10	-0.6	-0.1	-0.7
CC(C)(C)OC(=O)NCC(=O)NCC(=O)OCc1ccccc1	-4	0.042	-33	-4.1	-17	3	-1.0	-0.2	1
CN(C)C(CNC(=O)CCCc1c[nH]c2ccccc12)c1ccco1 (configuration not stated)	-5	-0.07	14	-1.9	5	11	-0.1	0.2	-0.44
Cn1c2ccccc2c2ncn(Cc3ccco3)c(=O)c21	1	-0.038	-20	1.7	-8	-3	-0.5	0.6	-0.44
Cc1ccc(-n2nnc3c(=O)n(Cc4ccccc4C)cnc32)cc1	-1	0.14	0	-4.5	-14	-9	-1.5	-0.6	0.12
CCOC(=O)CSc1nnc(CSc2nc3ccccc3s2)n1C	0	-0.046	0	0.5	0	-19	-0.3	-0.3	-0.14
COC(=O)c1ccccc1NS(=O)(=O)c1ccc(O)c(C(=O)O)c1	0	-1.6	-13	-1.2	-9	-9	0.0	0.6	-2

Remaining list, next part.
SMILES	Jurkat viability	M1 agonist	S1P1 ag pot	HTR1A agonist	HTR1E antagonist	5-HT1A blocker	S1P3 ag	5HT1E ag	M1 antag
COc1ccc(NC(=O)C2Cc3ccccc3C(=O)O2)cc1 (configuration not stated)	-7	0.17	2	-2.4	-7	4	-1.3	-0.3	0.37
O=C(OCCN1C(=O)c2ccccc2C1=O)c1ccc(S(=O)(=O)N2CCCCCC2)cc1	-5	-0.14	-5	0.3	-8	-11	1.0	0.0	0.21
CCOC(=O)COc1ccc2nsnc2c1Cl	9	0.072	1	0.0	1	-10	-1.3	0.4	0.55
CCOC(=O)c1ccc(NC(=O)CCc2nc(-c3ccc(C)cc3)no2)cc1	14	-1.3	45	2.4	-7	4	-2.0	0.0	-0.97
COc1ccccc1C(=O)Nc1ccccc1C(=O)N1CCCC1	.	-0.32	.	-0.9	6	-4	.	-0.9	-0.0013
COC(=O)c1cc(NC2c3ccccc3C(=O)N2CCN2CCOCC2)cc(C(=O)OC)c1 (configuration not stated)	-5	0.38	-11	-1.6	4	6	-1.9	0.0	-0.0052
COc1ccc(CC2CCOC2=O)cc1 (configuration not stated)	-5	-0.14	-37	-3.5	0	-2	-0.8	0.3	1.3
COc1ccc(-c2cc(C(=O)N3CCN(c4ccccn4)CC3)c3ccccc3n2)cc1	.	1.7	.	2.3	6	1	.	-0.3	-0.89
CNC(=O)c1c(O)c2cccc3c2n(c1=O)CC3	-4	-0.79	-17	-1.7	-11	-15	-0.9	-0.1	0.022
CCOc1ccc(CN2CCNC(=O)C2CC(=O)OC)cc1 (configuration not stated)	3	-0.67	-15	-2.7	-12	-16	-0.5	-0.6	-2.9*
COc1ccc(S(=O)(=O)NCc2ccc3c(c2)OCO3)cc1C(=O)O	-7	-1.1	5	2.4	-3	-6	-0.6	0.0	0.75
CCCCN(C(=O)c1cc(OC)c(OC)c(OC)c1)C1=CC2CCC(C1)N2C (configuration not stated)	-4	0.3	3	-0.1	-5	-5	-0.4	-0.1	0.16
CC(=O)Nc1nonc1NC(=O)CSc1nc2ccccc2o1	5	-1.1	-20	-5.8	-3	8	-0.2	-0.7	-0.58
CC1=C(C#N)C(C)C2=C(CC(C)(C)CC2=O)N1 (configuration not stated)	3	0.013	-12	0.3	11	2	-1.9	0.3	-0.28
c1coc(-c2nnc(-c3cccs3)o2)c1	1	0.015	0	0.0	-12	-4	-0.7	1.4	-0.38
C=CCn1c(SCC(=O)Nc2cc(C)ccc2OC)nnc1-c1ccco1	4	0.8	14	-2.1	4	17	-0.7	0.1	-0.69
O=C(COC(=O)CCC(=O)c1cccs1)NCc1ccco1	1	-0.41	-4	-1.3	4	7	-0.6	0.0	0.22
COc1cccc2[nH]c3c(N4CCN(Cc5ccc6c(c5)OCO6)CC4)ncnc3c12	4	0.59	0	0.5	3	1	0.1	2.2	-1.8
Cn1nnnc1SCc1cc(=O)n2ccsc2n1	1	-1.1	2	-0.2	-7	-10	-0.1	0.4	-0.23
